Screening results (PubChem BioAssay)
GoLoco inh red: blocks human Gai1 binding to RGS12 GoLoco peptide, red readout; P63096; Gai1:RGS12 GoLoco peptide FP, rhodamine, 10 min; Potency, µM (highest dose often 61.6 µM), for the others: at the highest dose activity, negative = inhibition, usual class: inhibitors; actives 0.44% (n = 230,000); AID 880; active = well fitted inhibition curve with a large enough effect, not every such curve was filed as active; inactive = no such curve, though single readings can be large or run the other way; note: % is set by controls: 0 for no effect and ±100 for the full control effect; nearly all actives have a fitted effect of over 30% in size; many of its hits are not listed in these tables
Target sequence (P63096 whole entry, looked up): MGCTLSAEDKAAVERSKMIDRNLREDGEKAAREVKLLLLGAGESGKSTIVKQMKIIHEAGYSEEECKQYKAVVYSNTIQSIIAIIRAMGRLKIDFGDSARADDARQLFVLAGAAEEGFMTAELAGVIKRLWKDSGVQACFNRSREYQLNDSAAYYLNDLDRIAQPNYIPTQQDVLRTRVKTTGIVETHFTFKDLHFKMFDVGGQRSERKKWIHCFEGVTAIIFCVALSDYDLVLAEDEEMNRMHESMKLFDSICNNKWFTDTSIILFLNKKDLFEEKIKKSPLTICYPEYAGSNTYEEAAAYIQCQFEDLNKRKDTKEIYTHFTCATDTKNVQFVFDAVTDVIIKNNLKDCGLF
RECQ1 helicase: inhibitors of human RECQ1 DNA helicase; AID 2549; Potency, µM (titrated, usually from 57.3 µM), for the others: top-dose activity, negative = inhibition, usual class: inhibitors; actives 0.54% (n = 240,000); RECQ1 DNA unwinding, red fluorescence kinetic read;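 note: plate controls were vehicle for no effect and no enzyme for full effect; nearly all actives have a fitted effect of over 30% in size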
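RECQ1T1 50 nM; forked duplex (20 bp + 30-nt ss tails) 200 nM, ATP 2 mM final; pH 8.0, 2 mM MgCl2, 2.5 ug/ml poly(dI-dC); 15 min compound preincubation; discontinuous kinetic read over 2 h at RT.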
SMN2 splice up: enhancers of SMN2 splice variant expression. actives 2.8% (n = 210,000). HEK293 SMN2-luciferase splicing reporter, luminescence, 30-36 h. Potency, µM (titrated, usually from 46.1 µM), without a hit: top-dose activity change, positive = activation, usual class: activators. AID 1458; note: % of control where 0% means no effect; nearly all actives have a fitted effect of over 55% in size
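HEK293 cells carry an SMN2 minigene-luciferase reporter in which exon 7 inclusion puts luciferase in frame. Cells were seeded at 2000 cells/well, attached for 10-12 hours, then exposed to compounds for 30-36 hours at 37C before ONE-Glo luminescence.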
JMJD2E inh: blocks human JMJD2E demethylase activity; JMJD2E catalytic domain, FDH-coupled NADH fluorescence (FDH is formaldehyde dehydrogenase); Potency, µM (titrated, usually from 57.1 µM), inactives show at the top dose activity change, negative = inhibition, usual class: inhibitors; actives 1.6% (n = 230,000); active = well fitted inhibition curve with a large enough effect, not every such curve was filed as active; inconclusive = small, poorly fitted or top-dose-only effect, or another doubt; inactive = no such curve, though single readings can be large or run the other way;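 note: 0% = wells with enzyme and -100% = buffer wells without enzyme; nearly all actives have a fitted effect of over 50% in size; many of its hits are not listed in these tables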
Target sequence (B2RXH2 1-337 limits assumed): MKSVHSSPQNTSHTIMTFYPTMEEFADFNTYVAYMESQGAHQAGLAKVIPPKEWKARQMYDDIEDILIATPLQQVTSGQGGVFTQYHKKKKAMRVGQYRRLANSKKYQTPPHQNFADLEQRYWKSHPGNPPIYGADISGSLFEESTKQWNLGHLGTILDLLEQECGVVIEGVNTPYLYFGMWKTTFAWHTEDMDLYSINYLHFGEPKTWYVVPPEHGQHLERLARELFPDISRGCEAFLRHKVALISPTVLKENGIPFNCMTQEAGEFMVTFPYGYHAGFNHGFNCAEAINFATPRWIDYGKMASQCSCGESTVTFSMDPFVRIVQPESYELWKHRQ
NPSR antag: neuropeptide S receptor (human) antagonism, cAMP; Q6W5P4; CHO-NPSR cells, cAMP TR-FRET, antagonist mode; Potency, µM (titrated, usually from 38.3 µM), without a hit: at the top dose activity change, negative = inhibition, usual class: inhibitors; actives 1% (n = 220,000); AID 1461; note: % is set by controls: 0 for no effect and ±100 for the full control effect; nearly all actives have a fitted effect of over 50% in size; many of its hits are not listed in these tables
Target sequence (Q6W5P4 whole entry, looked up): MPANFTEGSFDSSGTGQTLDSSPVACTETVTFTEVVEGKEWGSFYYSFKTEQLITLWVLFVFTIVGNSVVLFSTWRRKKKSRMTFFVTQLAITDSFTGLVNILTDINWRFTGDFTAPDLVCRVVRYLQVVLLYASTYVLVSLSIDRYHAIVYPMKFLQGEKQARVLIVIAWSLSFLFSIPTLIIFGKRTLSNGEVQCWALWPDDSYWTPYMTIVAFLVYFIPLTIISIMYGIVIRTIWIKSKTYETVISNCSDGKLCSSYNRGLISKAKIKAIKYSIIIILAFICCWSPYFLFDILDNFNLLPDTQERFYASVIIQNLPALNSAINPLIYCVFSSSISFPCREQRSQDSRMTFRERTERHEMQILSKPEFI
KinaseGlo FLuc: Kinase-Glo luciferase inhibition (counter-screen); Q27757; Kinase-Glo luciferase, ATP luminescence, 8 min; Potency, µM (highest dose often 38.3 µM), for the others: at the top dose activity change, negative = inhibition, usual class: inhibitors; actives 0.28% (n = 200,000); AID 1379; note: % is set by controls: 0 for no effect and ±100 for the full control effect; nearly all actives have a fitted effect of over 60% in size
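Recombinant Kinase-Glo luciferase, 10 uM ATP (linear range), luciferin; imidazole pH 7.2 / KCl / MgCl2 / Tween / BSA buffer; 8 min RT; luminescence.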
Epigenetic reg: regulators of epigenetic silencing causing reporter derepression in mouse cells; actives 0.2% (n = 280,000); murine LDR cells, GFP reporter derepression, 30 h; AID 1865; Potency, µM (series often up to 53.9 µM), for inactives: at the highest dose GFP activation, hits mostly activators; note: % of control where 0% means no effect; nearly all actives have a fitted effect of over 60% in size
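In this reporter-derepression format, murine cells bearing a silenced integrated CMV-GFP locus incubate with test compound (30 h, 37 C), then are washed and imaged; fluorescent objects of 20–120 um count as induced cells.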
IMPase Li inh: IMPase inhibition in cells with lithium potentiation | CHO-M1 cells, IP1 TR-FRET (IP-One), carbachol + lithium | AID 1457 | Potency, µM (titrated, usually from 59.4 µM), inactives show at the top dose activity, negative = IMPase inhibition, hits mostly inhibitors | actives 0.35% (n = 210,000);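 note: IP1 builds up when IMPase is blocked and the TR-FRET signal falls; plate controls were basal vehicle for no effect and high inhibitor control for full effect; nearly all actives have a fitted effect of over 50% in size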
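Lithium-sensitised IP1 accumulation assay; M1-expressing CHO cells treated 30 min at 37C with compound. Competitive antibody detection by time-resolved FRET followed a 10 min room-temperature lysis step.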
An asterisk follows results filed as active; i = inactive; ? = inconclusive; . = no result given; & = joins results of further samples; [ ] = dose if it differs, or a comment. Unless noted, calls come from the whole dose curve; as a rule, active = well fitted curve in the direction sought with a large enough effect; inconclusive = small, poorly fitted or top-dose-only effect, or another doubt; inactive = no such curve, though single readings can be large; an effect the other way counts as inactive or inconclusive. Potency is the fitted concentration of half-maximal effect.

Preview (12 entries):
molecule | GoLoco inh red | RECQ1 helicase | SMN2 splice up | JMJD2E inh | NPSR antag | KinaseGlo FLuc | Epigenetic reg | IMPase Li inh
C=CCn1c(SCc2nc3sc(C(=O)O)c(C)c3c(=O)[nH]2)nnc1-c1ccc(F)cc1 | 9% | i | -2% | 3% | 5% | -1% | 0.0% | 8%
CC(C(=O)c1ccc(Br)cc1)[n+]1cccc(NC(=O)c2ccccc2)c1 (stereo unspecified) | 6% | i | 12% | -10% | 13% | -2% | -1.9% | 13%
COc1cc2c(cc1O)CCC1C2CC[C@]2(C)[C@@H](O)CC[C@@H]12 (stereo partly specified) | 6% | -4% | -24% | -4% | 4%[46.1 µM] | -2% | 1.1% | 3%
O=C(c1cnn2cccnc12)N1CCN(Cc2ccc3c(c2)OCO3)CC1 | -2% | -1% | -1% | -22% | -1%[46.1 µM] | 3% | -1.1% | 14%[38.3 µM]
Cc1noc(C)c1COC(=O)c1cc(F)c(F)cc1Cl | 1% | -2% | 0% | 4% | 2%[46.1 µM] | -4% | -6.7% | 2%[38.3 µM]
COc1ccc(-c2nsc(SCC(=O)NCc3ccc4c(c3)OCO4)n2)cc1 | -6% | -5% | 15% | -6% | 3% | 7% | -0.1% | -3%
CN(C)c1nc2ccccc2n(C)c1=O | -10% | 7% | 5% | -4% | 27% | 1% | 0.0% | -11%
CC(=O)Nc1nc(-c2ccccc2)nc(-c2ccccc2OC(C)=O)n1 | 3% | -16% | 4% | -2% | -21%[46.1 µM] | -5% | 8.9% | -13%[38.3 µM]
O=C(Cn1[nH]c(=O)c2ccccc2c1=O)Nc1cccnc1 | -6% | -4% | 2% | -16% | 8% | 2% | -1.4% | -18%
CN(C)c1ccc(C2N(c3ccc(F)cc3)C(=O)C3CCCN32)cc1 (stereo unspecified) | 47%[activator] | -13% | 0% | -15% | -12%[46.1 µM] | 3% | -1.0% | -7%[38.3 µM]
COc1ccc(NC(=O)C(Sc2ccccc2)c2ccccc2)c(OC)c1 (stereo unspecified) | . | -11% | . | -6% | -1%[46.1 µM] | . | -0.9% | .
N#C/C(=C(/O)CSc1ccccc1C(=O)O)c1nc2ccccc2s1 | 13% | i | 2% | 2% | 2%[46.1 µM] | -2% | -0.7% | -6%[38.3 µM]

Main list, repeating the preview:
molecule | GoLoco inh red | RECQ1 helicase | SMN2 splice up | JMJD2E inh | NPSR antag | KinaseGlo FLuc | Epigenetic reg | IMPase Li inh
C=CCn1c(SCc2nc3sc(C(=O)O)c(C)c3c(=O)[nH]2)nnc1-c1ccc(F)cc1 | 9% | i | -2% | 3% | 5% | -1% | 0.0% | 8%
CC(C(=O)c1ccc(Br)cc1)[n+]1cccc(NC(=O)c2ccccc2)c1 (stereo unspecified) | 6% | i | 12% | -10% | 13% | -2% | -1.9% | 13%
COc1cc2c(cc1O)CCC1C2CC[C@]2(C)[C@@H](O)CC[C@@H]12 (stereo partly specified) | 6% | -4% | -24% | -4% | 4%[46.1 µM] | -2% | 1.1% | 3%
O=C(c1cnn2cccnc12)N1CCN(Cc2ccc3c(c2)OCO3)CC1 | -2% | -1% | -1% | -22% | -1%[46.1 µM] | 3% | -1.1% | 14%[38.3 µM]
Cc1noc(C)c1COC(=O)c1cc(F)c(F)cc1Cl | 1% | -2% | 0% | 4% | 2%[46.1 µM] | -4% | -6.7% | 2%[38.3 µM]
COc1ccc(-c2nsc(SCC(=O)NCc3ccc4c(c3)OCO4)n2)cc1 | -6% | -5% | 15% | -6% | 3% | 7% | -0.1% | -3%
CN(C)c1nc2ccccc2n(C)c1=O | -10% | 7% | 5% | -4% | 27% | 1% | 0.0% | -11%
CC(=O)Nc1nc(-c2ccccc2)nc(-c2ccccc2OC(C)=O)n1 | 3% | -16% | 4% | -2% | -21%[46.1 µM] | -5% | 8.9% | -13%[38.3 µM]
O=C(Cn1[nH]c(=O)c2ccccc2c1=O)Nc1cccnc1 | -6% | -4% | 2% | -16% | 8% | 2% | -1.4% | -18%
CN(C)c1ccc(C2N(c3ccc(F)cc3)C(=O)C3CCCN32)cc1 (stereo unspecified) | 47%[activator] | -13% | 0% | -15% | -12%[46.1 µM] | 3% | -1.0% | -7%[38.3 µM]
COc1ccc(NC(=O)C(Sc2ccccc2)c2ccccc2)c(OC)c1 (stereo unspecified) | . | -11% | . | -6% | -1%[46.1 µM] | . | -0.9% | .
N#C/C(=C(/O)CSc1ccccc1C(=O)O)c1nc2ccccc2s1 | 13% | i | 2% | 2% | 2%[46.1 µM] | -2% | -0.7% | -6%[38.3 µM]
CCN(CC)S(=O)(=O)c1ccc(N2CCCC2)c(NC(=O)c2ccccc2OC)c1 | 8% | -14% | . | ? | -47% | . | 3.0% | .
CCOC(=O)C(C)/C(C)=N/NC(N)=S (stereo unspecified) | 4% | i | 10% | -5% | 8% | -4% | ? | 5%
O=S(=O)(Nc1nc(SCc2ccc(Cl)cc2)n[nH]1)c1ccc(F)cc1 | 3% | -2% | . | -5% | ? | . | 5.0% | .

molecule | GoLoco inh red | RECQ1 helicase | SMN2 splice up | JMJD2E inh | NPSR antag | KinaseGlo FLuc | Epigenetic reg | IMPase Li inh
OCCNc1nc2ccccc2n1CC(O)c1ccccc1 (stereo unspecified) | 2% | i | 3% | -4% | 4% | 0% | 0.9% | 4%
CCN(CC)CCCN1C(=O)CSC1c1ccc([N+](=O)[O-])cc1 (stereo unspecified) | 2% | i | . | 2% | -22% | 1% | 3.2% | 5%
Cc1ccc(C(C(=O)NC2CCCCC2)N2CCN(C(=O)c3ccco3)CC2)cc1 (stereo unspecified) | -1% | 6% | ? | -1% | ? | -3% | -2.3% | -6%[38.3 µM]
Cc1cc(C)c2nc(SCC(=O)N(C)C3CCS(=O)(=O)C3)cc(C)c2c1 (stereo unspecified) | -2% | -1% | -15% | 2% | -9% | -1% | 1.1% | -20%
Cc1cc(C)cc(NC(=O)CSc2ccc(-c3cccs3)nn2)c1 | -9% | -9% | -29% | ? | -5%[46.1 µM] | 1% | 2.9%&3.4% | 3%
COC(=O)c1[nH]c2ccccc2c1NC(=O)CNC1CCCCC1 | 5% | -1% | -4% | ? | -18%[46.1 µM] | -3% | 0.0% | 12%
COC(=O)/C=C1\C(=O)N(c2nc3ccccc3s2)C(=S)N1c1ccc(F)cc1 | 5% | -4% | 21% | 7% | -5%[46.1 µM] | 0% | 7.3% | 0%[38.3 µM]
Cc1ccc(C)c(CS(=O)(=O)c2cn(CC(=O)N3CCCCC3)c3ccccc23)c1 | 10% | -2% | 4% | 5% | -19%[46.1 µM] | 1% | 1.0% | 6%
O=C(Nc1cccc2ccccc12)NC1CCS(=O)(=O)C1 (stereo unspecified) | 12% | i | -5% | ? | 12% | 7% | -1.1% | -2%
Cc1cc(C)nc(SCc2nnc(SCC(=O)Nc3nccs3)n2C)n1 | 4% | -4% | 2% | -1% | -2%[46.1 µM] | 0% | -0.8% | 4%
Cc1cc(C)n(-c2cccc(Cl)c2)c(=O)c1C#N | 9% | 11% | -4% | ? | ? | 4% | -3.2% | -12%[38.3 µM]
CC(C)CCN1CCN(Cc2ccon2)CC1CCO (stereo unspecified) | -11% | i | . | 18% | -9% | 3% | -0.4% | 6%
O=c1[nH]c(N/N=C/c2ccc(O)cc2)nc2ccccc12 | 3% | -11% | 22µM* | ? | -9% | 0% | 0.0% | 8%
Cc1ccc2cc(C(c3nnnn3C(C)(C)C)N3CCCCCC3)c(=O)[nH]c2c1 (stereo unspecified) | -4% | 3% | -21% | ? | 0%[46.1 µM] | -2% | 0.0% | 0%[38.3 µM]
CCC(/C=N/NC(=O)C(N)=O)CC | 2% | -7% | 3% | 97%[activator] | 10% | 0% | -3.8% | -6%

molecule | GoLoco inh red | RECQ1 helicase | SMN2 splice up | JMJD2E inh | NPSR antag | KinaseGlo FLuc | Epigenetic reg | IMPase Li inh
CC(C)OCCCNC(=O)CCc1nc(-c2ccccc2)no1 | -6% | -6% | 4% | -1% | -8%[46.1 µM] | 9% | -0.2% | -12%[38.3 µM]
C=CCN1C(=O)C2C(C(=O)NC3CCCCC3)C3C=CC2(O3)C1C(=O)NC1CCCC1 (stereo unspecified) | 8% | 1% | -15% | -1% | -1%[46.1 µM] | -1% | -0.3% | 9%[38.3 µM]
CCCC(=O)Nc1nnc(SCC(=O)NCc2ccco2)s1 | 3% | -4% | -2% | -8% | -3%[46.1 µM] | 6% | 0.0% | 2%
COc1ccc(NC(=O)CO/N=C(\C)c2cccs2)cc1 | -7% | i | -4% | -1% | 2% | 0% | -0.6% | -3%
CCc1sc(N(C(=O)Cc2ccccc2)c2ccccc2)nc1-c1ccccc1 | 0% | -5% | 19% | -2% | -30%[46.1 µM] | 17% | -5.5% | 48%[activator][38.3 µM]
Cn1cnc([N+](=O)[O-])c1Sc1nc(N)nc2c1ncn2[C@H]1C[C@H](O)[C@@H](CO)O1 | -1%[14.2 µM] | . | -28%[9.22 µM] | . | . | -7%[7.66 µM] | . | 11%
O=C(O)CC1(CC(=O)N2CCN(CCO)CC2)CCCC1 | 6% | -8% | 3% | -6% | 27% | 3% | 0.0% | 11%
Cc1nn(CCc2n[nH]c(=S)n2C2CCCCC2)c(C)c1Br | -3% | 10% | ? | -1% | -16%[46.1 µM] | -2% | -1.2% | -3%[38.3 µM]
O=S(=O)(CCSc1nc2ccccc2s1)c1nc2ccccc2s1 | -1% | -7% | -98%[inhibitor] | -3% | -9%[46.1 µM] | 19% | -0.5% | 26%[38.3 µM]
COc1ccc(OC)c2c(N)c(C#N)c(C(F)(F)C(F)(F)F)nc12 | 7% | i | -16% | ? | ? | -5% | -1.9% | -29%[38.3 µM]
CCC(=O)Oc1oc(-c2ccccc2)nc1C=Nc1ccccc1OC | -10% | 9% | 8% | -2% | -25%[46.1 µM] | 0% | -1.0% | 43%[activator][38.3 µM]
COC(=O)c1sccc1-n1cccc1C(=O)N1CCOCC1 | 3% | i | 4% | 3% | -4%[46.1 µM] | 2% | 2.1% | 6%[38.3 µM]
CCC(=O)N1CCN=C1SCc1ccccc1Cl | -2% | -4% | 14% | 3% | -15%[46.1 µM] | 3% | 0.0% | 4%[38.3 µM]
Cc1cc(C)c2c(N)c(S(=O)c3ccc(C(C)(C)C)cc3)sc2n1 (stereo unspecified) | -7% | 10% | -25% | ? | -21%[46.1 µM] | -2% | -2.0% | 16%[38.3 µM]

An excerpt (hit frequency here may not be typical).
